POLH inh – qHTS for Inhibitors of Polymerase Eta. hit rate 1.2% among 390,000. recombinant Pol eta, fluorescent DNA replication assay. DNA polymerase eta (Homo sapiens), Q9Y253. Potency, µM (series often up to 114 µM), inactives show at the top dose activity change, negative = inhibition, usual class: inhibitors; further: potency means the concentration at half of the fitted maximal effect; on the % scale 0 is the no-effect control and ±100 the full control effect
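Pol eta (10 nM) was preincubated with compounds for 15 min at room temperature, after which fluorescent replication substrate (50 nM final) was added to start the reaction. Fluorescence was read kinetically at 0 and 10 min.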
G9a block – qHTS Assay for Inhibitors of Histone Lysine Methyltransferase G9a; Histone-lysine N-methyltransferase EHMT2 (Homo sapiens), Q96KQ7; G9a H3K9 monomethylation, AlphaScreen, 2 h; Potency, µM (top dose mostly 102 µM), for the others: at the top dose activity, negative = inhibition, most hits filed as inhibitors; hit rate 8.8% among 350,000; further: potency means the concentration at half of the fitted maximal effect; on the % scale 0 is the no-effect control and ±100 the full control effect; nearly all actives have a fitted effect of over 75% in size
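AlphaScreen detection with an anti-monomethyl H3K9 antibody quantified product after a 2 h room-temperature reaction containing 500 nM biotinylated H3K9 peptide, 20 µM SAM and 20 nM enzyme, which had been preincubated 15 min with compound.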
JMJD2A Tudor – qHTS Assay for Inhibitors of JMJD2A-Tudor Domain | hit rate 4.4% among 390,000 | AlphaScreen JMJD2A-Tudor / H3K4me3 peptide binding | AID 504339, 2011 | Potency, µM (doses to about 114 µM), for the others: at the top dose activity change, negative = inhibition, hits mostly inhibitors | Lysine-specific demethylase 4A (Homo sapiens), O75164; further: potency means the concentration at half of the fitted maximal effect; on the % scale 0 is the no-effect control and ±100 the full control effect; nearly all actives have a fitted effect of over 50% in size
Pin1 inhibitor – qHTS Assay to Find Inhibitors of Pin1. Peptidyl-prolyl cis-trans isomerase NIMA-interacting 1 (Homo sapiens), Q13526. Pin1 FP peptide displacement, HiFluor488, 10 min. Potency, µM (highest dose often 115 µM), for inactives: at the top dose activity, negative = inhibition, most hits filed as inhibitors. hit rate 0.009% among 390,000. AID 504891, 2011; active means well fitted inhibition curve with a large enough effect in the polarisation, with a control signal flat, not every such curve was filed as active; inconclusive means small, poorly fitted or top-dose-only effect, or effect the other way, or a change in a side signal; inactive means no such curve, though single readings can be large or run the other way; the % refers to the polarisation; further: potency means the concentration at half of the fitted maximal effect; on the % scale 0 is the no-effect control and ±100 the full control effect
Target sequence (Q13526 whole entry, looked up): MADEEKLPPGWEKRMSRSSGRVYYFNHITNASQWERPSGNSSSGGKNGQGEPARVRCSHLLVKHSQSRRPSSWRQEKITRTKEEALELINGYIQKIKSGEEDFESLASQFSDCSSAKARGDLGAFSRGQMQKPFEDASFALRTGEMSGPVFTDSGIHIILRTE
BAZ2B inh – qHTS Assay for Inhibitors of BAZ2B. Bromodomain adjacent to zinc finger domain protein 2B (Homo sapiens), Q9UIF8. AlphaScreen BAZ2B-H3K14Ac peptide displacement. Potency, µM (highest dose often 114 µM), for inactives: top-dose activity change, negative = inhibition, hits mostly inhibitors. hit rate 4.4% among 360,000; further: potency means the concentration at half of the fitted maximal effect; on the % scale 0 is the no-effect control and ±100 the full control effect; nearly all actives have a fitted effect of over 60% in size
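Complex of BAZ2B and biotin-H3K14Ac (50 nM apiece) forms over 30 min at RT, then faces library compounds up to 110 uM for another 30 min; AlphaScreen beads added, 20 min dark incubation, luminescence read.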
GLS inhibitor – qHTS for Inhibitors of Glutaminase (GLS); GLS enzymatic activity, qHTS titration; AID 624170, 2012; hit rate 0.21% among 410,000; Potency, µM (top dose mostly 45.5 µM), inactives show top-dose activity change, negative = inhibition, usual class: inhibitors; Glutaminase kidney isoform, mitochondrial (Homo sapiens), O94925; further: potency means the concentration at half of the fitted maximal effect; on the % scale 0 is the no-effect control and ±100 the full control effect
Target sequence (O94925 whole entry, looked up, canonical isoform): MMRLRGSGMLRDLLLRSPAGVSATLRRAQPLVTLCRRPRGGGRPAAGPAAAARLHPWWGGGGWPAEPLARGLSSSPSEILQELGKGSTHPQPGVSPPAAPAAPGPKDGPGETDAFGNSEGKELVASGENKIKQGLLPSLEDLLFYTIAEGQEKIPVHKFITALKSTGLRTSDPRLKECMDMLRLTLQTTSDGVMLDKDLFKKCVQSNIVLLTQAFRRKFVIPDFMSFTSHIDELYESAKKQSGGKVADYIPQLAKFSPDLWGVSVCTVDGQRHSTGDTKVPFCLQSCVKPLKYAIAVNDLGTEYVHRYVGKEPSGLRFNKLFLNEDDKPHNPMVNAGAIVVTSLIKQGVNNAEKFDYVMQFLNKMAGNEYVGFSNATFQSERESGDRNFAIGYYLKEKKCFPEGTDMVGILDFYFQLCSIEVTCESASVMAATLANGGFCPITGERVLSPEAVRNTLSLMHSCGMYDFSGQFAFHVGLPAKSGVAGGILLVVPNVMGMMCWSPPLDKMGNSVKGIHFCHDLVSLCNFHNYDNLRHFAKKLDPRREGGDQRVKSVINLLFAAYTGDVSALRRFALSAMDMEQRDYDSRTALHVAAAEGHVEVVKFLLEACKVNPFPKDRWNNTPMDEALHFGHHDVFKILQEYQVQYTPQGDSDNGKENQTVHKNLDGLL
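Assay buffer: 45 mM KH2PO4 pH 8.2, 0.02% Tween-20. hKGA acts on L-glutamine (1 mM solution added); product glutamate is reported by an oxidase/peroxidase Amplex Red coupling, with fluorescence taken at baseline and 30 min.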
HP1b chromo inh – HTS for Inhibitors of HP1-beta Chromodomain Interactions with Methylated Histone Tails; hit rate 0.56% among 390,000; Potency, µM (titrated, usually from 114 µM), for the others: top-dose activity change, negative = inhibition, usual class: inhibitors; Chromobox protein homolog 1 (Homo sapiens), P83916; AlphaScreen HP1-beta / biotin-H3K9me3 peptide binding; further: potency means the concentration at half of the fitted maximal effect; nearly all actives have a fitted effect of over 70% in size; inactives centre near 23
Target sequence (P83916 whole entry, looked up): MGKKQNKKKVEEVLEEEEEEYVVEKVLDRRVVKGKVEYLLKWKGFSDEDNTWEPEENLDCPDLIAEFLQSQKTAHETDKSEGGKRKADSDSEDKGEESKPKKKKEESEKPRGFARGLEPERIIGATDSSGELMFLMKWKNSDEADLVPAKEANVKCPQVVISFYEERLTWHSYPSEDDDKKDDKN
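AlphaScreen: HP1-beta (50 nM) preformed 30 min with biotin-H3(1-18)K9me3 peptide (50 nM) in PBS pH 7.4, 0.01% Tween-20. Compound added for 30 min at RT, then streptavidin donor/nickel chelate acceptor beads (10 ug/mL) for 30 min.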
Tb PGK inh – qHTS Assay to Find Inhibitors of Phosphoglycerate Kinase; PGK/GAPDH coupled, Kinase-Glo luminescence, 60 min; hit rate 0.043% among 380,000; Phosphoglycerate kinase, glycosomal (Trypanosoma brucei brucei), P07378; Potency, µM (titrated, usually from 57.5 µM), without a hit: at the top dose activity change, negative = inhibition, most hits filed as inhibitors; further: potency means the concentration at half of the fitted maximal effect; on the % scale 0 is the no-effect control and ±100 the full control effect; nearly all actives have a fitted effect of over 60% in size
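Luminescent ATP detection (Kinase-Glo Plus) follows a 60-minute room-temperature incubation, with wells lacking PGK as controls. Buffer: 100 mM TEA (pH 7.6), 5 mM MgCl2, 0.01% Tween-20. Coupling enzyme GAPDH (100 nM final) supplies unstable 1,3-BPG in-well.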
PI4K2A block – qHTS for small molecular inhibitors of PI4K2A. activity change, negative = inhibition, % at 76.9 µM. Phosphatidylinositol 4-kinase type 2-alpha (Homo sapiens), Q9BTU6. purified PI4K2A, ADP-Glo luminescence, 1 h; hits give low values. hit rate 0.13% among 420,000; in the data active means activity change below about -50%; inconclusive means mostly about -30% to -49%;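 further: -100% = wells without enzyme as full effect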
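In this quantitative HTS, ADP production by PI4K2A was quantified luminescently after 1 h at ambient temperature; 100 microM adenosine served as plate-quality control.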
* = called active by the depositor; i = inactive; ? = inconclusive; . = no result given; [ ] = another dose, or the depositor's remark. Unless noted, the call rests on the fitted dose curve; in most records, active means well fitted curve in the direction sought with a large enough effect; inconclusive means small, poorly fitted or top-dose-only effect, or another doubt; inactive means no such curve, though single readings can be large; an effect the other way counts as inactive or inconclusive.

SMILES	POLH inh	G9a block	JMJD2A Tudor	Pin1 inhibitor	BAZ2B inh	GLS inhibitor	HP1b chromo inh	Tb PGK inh	PI4K2A block
CCN1C[C@@H]2[C@@H]3C(=O)N(C)C(=O)[C@@H]3[C@](C)(C1=O)N2C(=O)c1ccc(C(C)(C)C)cc1	-14%	.	-13%	-2%	.	0%	34%	-7%	-2
CCc1ccc2[nH]c(O)c(N=NC3=NC(=O)CS3)c2c1	?	?	-4%[11.4 µM]	-2%	40µM*	-1%	-11%	-7%	3
Cc1ccc(C(=O)NC(C(=O)NC2CCCC2)c2ccccc2)cc1 (stereo not given)	-14%	.	-1%	1%	-39%	-27%	32%	-5%	1
CN(C)CCCN(C(=O)CCS(=O)(=O)c1ccccc1)c1nc2cc3c(cc2s1)OCO3	1%	.	-21%	6%	-11%	-7%	35%[activator]	0%	0
C=CCOc1ccc(C(=O)NC2CCCCC2)cc1	-7%	59%[activator][12.7 µM]	19%	-2%	9%	-12%	80%[activator]	-11%	-3
CC(C)c1ccc(S(=O)(=O)N2CCC(n3c(C(F)(F)F)nc4cccnc43)CC2)cc1	-18%	1%[59 µM]	-26%	4%	-16%	-1%	16%	6%	0
COCCSc1ccccc1C(=O)Nc1ccc(Br)cc1	0%	20µM*	11%	2%	-19%	0%	37%	-11%	-1
COCCCN(C)C1CCN(C(=O)Nc2ccc(F)cc2)CC1	-9%	24%[59 µM]	4%	1%	14%	-2%	36%	i	1
CCOc1cc2c(cc1OC)C(NC(=O)c1ccco1)CC2=O (stereo not given)	-19%	-7%[2.33 µM]	-21%	-3%	1%	1%	64%[activator]	2%	7
CC(C)c1ccc(NC(=O)[C@H](Cc2c[nH]c3ccccc23)NC(=O)[C@@H]2Cc3ccccc3CN2)cc1	-19%	-38%[12.7 µM]	-26%	15%	-32%	6%	16%	9%	-2
NC(=O)C1CCN(C(=O)CCSc2ccc(Cl)cc2)CC1	-1%	.	-11%	1%	-6%	?	15%	2%	-2
Cc1ccccc1-c1cc2nccc(-c3cc(Cl)ccc3O)n2n1	-12%	?	-6%	2%	-4%	-1%	32%[activator]	-9%	0
CCOc1ccc(CCNC(=O)C2CC(=O)N(c3ccc4c(c3)OCCO4)C2)cc1OCC (stereo not given)	-18%	-11%[12.7 µM]	-14%	6%	0%	0%	32%	-9%	-1
Cc1c(NC(=O)c2nn3c(C(F)(F)F)cc(-c4ccccc4)nc3c2Cl)c(=O)n(-c2ccccc2)n1C	-3%	23%[59 µM]	-11%	1%	3%	-5%	40%[activator]	-1%	-3
CN(CC(=O)Nc1ccc(F)cc1)C(=O)COC(=O)CNC(=O)c1ccc(Cl)cc1Cl	-3%	-7%	1%	-7%	-4%	5%	15%	8%	5
O=C(Cn1c(SCCOc2ccc(Cl)cc2)nc2ccccc21)N1CCCCC1	-20%	-12%[59 µM]	-5%	1%	-10%	2%	50%[activator]	9%	0
CCc1sc(C(=O)N2CCN(CC(=O)Nc3cccc(F)c3)CC2)cc1C	-10%	13%[59 µM]	-7%	-1%	3%	4%	70%[activator]	-9%	-3
CCc1nc(SCC(=O)N2CCCCCC2)c2c(=O)n(C)c(=O)n(C)c2n1	2%	10%	-22%	3%	-17%	5%	23%	4%	-2
Cn1c(Cl)c(/C=N/OC(=O)C(C)(C)C)c2ccccc21	-18%	31%	45%[activator]	?	-3%	0%	87%[activator]	7%	1
COc1cc(C(C)=O)ccc1OC(C)C(=O)Nc1ccc(S(=O)(=O)N2CCCC2)cc1 (stereo not given)	-11%	10%[12.7 µM]	-15%	-13%	-6%	-9%	27%	i	-1
O=C(O)C(Oc1ccc2cc(-c3ccc(Cl)cc3)c(=O)oc2c1)c1ccccc1 (stereo not given)	-4%	.	27%	-8%	5%	-3%	63%[activator]	-7%	2
COc1ccc(CNC(=O)CCS(=O)(=O)c2cccc3nonc23)cc1	-3%	-29%[12.7 µM]	-2%	0%	-2%	-2%	25%	11%	-5
CN(Cc1c(C(=O)N/N=C/c2cccc(F)c2)nnn1-c1nonc1N)C1CCCCC1	-14%	31%[activator]	-11%	-7%	0%	-5%	73%[activator]	-10%	3
CCOc1ccc(OCC(=O)N2CCC3(CC2)CC(=O)c2ccccc2O3)cc1	-22%	9%[0.501 µM]	-14%	-5%	9%	-10%	23%	-6%	1
COc1ccc(/C=C/C(=O)Nc2cccc(S(=O)(=O)N3CCOCC3)c2)cc1OC	-30%	-2%[0.501 µM]	-16%	10%	-6%	-4%	40%[activator]	-5%	2
Cc1ccc(N2CCN(S(=O)(=O)N3CCCCCC3)CC2)cc1Cl	-6%	12%	-6%	-6%	10%	5%	8%	-4%	1
COc1ccc(C2=CC3=C(Br)C(=O)C(C)(OC(=O)c4cccs4)C(=O)C3=CO2)cc1 (stereo not given)	40µM*	.	28µM*	?	.	1%	?	-29%	-2
CCOC(=O)C1(CC)NC(c2ccc(OC)c(OC)c2)C2C(=O)N(c3cccc(C(C)=O)c3)C(=O)C21 (stereo not given)	-19%	-15%	-9%	0%	0%	-1%	38%	4%	1
CCc1nnc(NC(=O)CSc2nnc(C3CCCCC3)n2-c2cccc(Cl)c2)s1	-17%	-9%[59 µM]	-26%	4%	1%	-8%	27%	1%	-1
O=C(Cc1ccccc1)NCCSCc1ccccc1	-5%	15%[59 µM]	-7%	-1%	12%	6%	11%	i	-2
CCN(CC(=O)N1CCC(C(N)=O)CC1)S(=O)(=O)c1cc(Cl)ccc1Cl	6%	.	-18%	?	.	0%	0%[57 µM]	0%	-2
CCOC(=O)N1CCN(CC(=O)Nc2c(C(=O)OC)[nH]c3ccccc23)CC1	0%	-36%	-3%	4%	-6%	-26%	12%	2%	-1
CC(NC(=O)Cn1cnc([N+](=O)[O-])n1)c1ccccc1 (stereo not given)	-9%	16%	11%	-3%	-3%	-6%	24%	-6%	-3
COc1ccc(CC2(CO)CCN(Cc3cnn(C)c3)CC2)cc1	3%	7%	-7%	4%	0%	-14%	7%	3%	2
O=C(CCN=C1NS(=O)(=O)c2ccccc21)OCc1ccccc1	-17%	9%[2.33 µM]	-12%	-4%	-4%	-1%	20%	-4%	1
COc1cc(C(=S)N2CCOCC2)ccc1OS(=O)(=O)c1ccc(NC(C)=O)cc1	-5%	4%[59 µM]	-15%	1%	7%	5%	8%	-1%	-1
Cc1c(C#N)c2ccccc2n1C	-11%	26%	-4%	2%	-1%	-6%	37%	-9%	1
CCOC(=O)COc1nc(-c2ccccc2)cc(-c2ccco2)c1C#N	-14%	36%	13%	1%	9%	-12%	40%	-3%	-1
COc1ccc(C(=O)c2coc3ccc(OC(C)=O)cc23)cc1	-8%	14%	2%	-1%	17%	-13%	26%	-4%	-2
COc1ccc(NC(=O)c2nc[nH]c2C(=O)NCC(=O)OC(C)(C)C)cc1	-23%	7%[59 µM]	-32%	-18%	?	-2%	10%	-4%	0
COc1cccc(NC(=O)Cc2csc(NC(=O)Nc3ccccc3OC)n2)c1	-31%	?	?	1%	-36%	1%	7%	2%	0
CCSCCOC(=O)C1=C(C)NC(=O)NC1c1ccc2c(c1)OCO2 (stereo not given)	-20%	?	-12%	-2%	-34%	1%	24%	1%	3
O=C(c1ccc([N+](=O)[O-])cc1)N1CCSC1c1ccccc1 (stereo not given)	-19%	-2%[59 µM]	-17%	-1%	-6%	-6%	-2%	-7%	3

An excerpt from above in order of SMILES length, falling.
SMILES	POLH inh	G9a block	JMJD2A Tudor	Pin1 inhibitor	BAZ2B inh	GLS inhibitor	HP1b chromo inh	Tb PGK inh	PI4K2A block
CCOc1ccc(CCNC(=O)C2CC(=O)N(c3ccc4c(c3)OCCO4)C2)cc1OCC (stereo not given)	-18%	-11%[12.7 µM]	-14%	6%	0%	0%	32%	-9%	-1
CCOC(=O)N1CCN(CC(=O)Nc2c(C(=O)OC)[nH]c3ccccc23)CC1	0%	-36%	-3%	4%	-6%	-26%	12%	2%	-1
CCc1sc(C(=O)N2CCN(CC(=O)Nc3cccc(F)c3)CC2)cc1C	-10%	13%[59 µM]	-7%	-1%	3%	4%	70%[activator]	-9%	-3
O=C(c1ccc([N+](=O)[O-])cc1)N1CCSC1c1ccccc1 (stereo not given)	-19%	-2%[59 µM]	-17%	-1%	-6%	-6%	-2%	-7%	3
COc1ccc(CC2(CO)CCN(Cc3cnn(C)c3)CC2)cc1	3%	7%	-7%	4%	0%	-14%	7%	3%	2
COCCCN(C)C1CCN(C(=O)Nc2ccc(F)cc2)CC1	-9%	24%[59 µM]	4%	1%	14%	-2%	36%	i	1
COCCSc1ccccc1C(=O)Nc1ccc(Br)cc1	0%	20µM*	11%	2%	-19%	0%	37%	-11%	-1

This is a subset (hit frequency here may not be typical).
